# High-throughput results (PubChem BioAssay)
# HTR5A inv ctr – HTR5A inverse agonism, opioid heterodimer counter-screen | P47898 | HTR5A cell line, luminescence | inhibition, % at 9.3 µM | 340,000 tested, 0.083% active | AID 504634; in the data active means inhibition mostly above about 23%, no sharp cut-off; inactive means mostly below about 18%;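 further: 0% = cells with DMSO and 100% = no-cell wells with DMSO; some compounds called inactive have numbers as strong as hits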
# PKA-R2B act – PKA-R2B complex activation. P22694+P31323. PKA-R2B holoenzyme dissociation, Cy5-IP20 fluorescence polarization; R2B truncated from residue 108, S112A mutant; 0% DMSO only, 100% 113 µM cGMP. activation, % at 11.4 µM. 340,000 tested, 0.079% active. AID 504700;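 active means activation above a cutoff set at the mean over all compounds plus 3 SD, cut at about 18% in these data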;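 further: higher means more holoenzyme dissociation and a rise in polarization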
# OPRM1-OPRD1 ag – OPRM1-OPRD1 heterodimerization agonism | 340,000 tested, 0.3% active | AID 504326 | activation, % at 9.3 µM | cells, luminescence; in the data active means activation above about 18%;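 further: 0% = vehicle-treated cells and 100% = reference agonist; values of inactives mirror those of a sister screen read the other way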
# Target sequence (P35372 whole entry, looked up): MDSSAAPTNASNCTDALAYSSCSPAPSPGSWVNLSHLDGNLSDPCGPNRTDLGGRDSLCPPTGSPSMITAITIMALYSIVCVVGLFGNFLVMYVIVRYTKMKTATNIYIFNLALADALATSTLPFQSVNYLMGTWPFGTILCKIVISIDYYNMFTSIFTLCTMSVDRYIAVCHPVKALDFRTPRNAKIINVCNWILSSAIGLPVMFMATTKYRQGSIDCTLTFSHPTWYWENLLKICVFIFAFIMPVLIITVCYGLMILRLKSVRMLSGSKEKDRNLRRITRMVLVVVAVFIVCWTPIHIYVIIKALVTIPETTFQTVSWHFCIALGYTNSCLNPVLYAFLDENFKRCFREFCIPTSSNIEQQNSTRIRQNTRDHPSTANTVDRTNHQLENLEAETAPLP
# Target sequence (P41143 whole entry, looked up): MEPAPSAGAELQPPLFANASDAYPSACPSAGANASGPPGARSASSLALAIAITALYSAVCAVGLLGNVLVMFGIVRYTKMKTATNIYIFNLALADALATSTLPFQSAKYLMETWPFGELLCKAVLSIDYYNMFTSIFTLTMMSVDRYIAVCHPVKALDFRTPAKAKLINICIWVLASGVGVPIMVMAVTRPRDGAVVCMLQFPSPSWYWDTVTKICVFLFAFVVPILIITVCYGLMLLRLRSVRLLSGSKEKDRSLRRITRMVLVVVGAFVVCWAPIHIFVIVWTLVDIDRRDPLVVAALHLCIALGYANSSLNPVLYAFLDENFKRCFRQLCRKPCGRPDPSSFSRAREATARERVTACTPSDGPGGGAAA
# Ecoli viability – reduces bacterial viability in AddAB counter-screen. E. coli V3065 growth, OD600 absorbance, 18 h. inhibition, % at 11.9 µM. 330,000 tested, 0.27% active;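 active means inhibition above the campaign's mean inhibition across all tested compounds plus 3 SD, cut at about 9.9% in these data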;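 further: uninfected addAB+ strain grown without phage in ampicillin broth; 0% = DMSO wells and 100% = ciprofloxacin 0.95 µg/ml wells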
# SUMO Mot1 rescue – blocks SUMOylation pathway, rescuing yeast Mot1-301 growth; 320,000 tested, 1% active; S. cerevisiae Mot1-301 growth rescue, ATP luminescence, 38.5C; percent above DMSO median, 100 means doubled; growth rescue, % at 18.8 µM;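 active means every valid replicate shows activation above 250% relative to neutral control wells; inactive means the rest, any valid replicate at or below 250%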;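 further: OY570 slx delta 5 strain wells were the positive control but not used for scaling; some compounds called inactive have numbers as strong as hits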
# AddAB inh – less growth of phage-infected E. coli with AddAB; E. coli expressing H. pylori AddAB, absorbance growth; inhibition, % at 11.9 µM; 330,000 tested, 0.29% active; in the data active means inhibition above about 12%;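 further: 0% = vehicle wells of infected cells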
# PKA-R1A activ – activates the PKA-R1A holoenzyme complex; P00514+P68181; PKA-R1A dissociation, Cy5-IP20 fluorescence polarization; scaled: DMSO 0%, 113 µM cGMP 100%; activation, % at 11.4 µM; 340,000 tested, 0.083% active;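 active means percent activation above the mean of all tested compounds plus 3 SD, cut at about 19% in these data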;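 further: higher means more PKAc released from R1A so a rise in polarization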
# phage Ecoli inh – E. coli growth loss with phage present; inhibition, % at 11.9 µM; growth absorbance; 360,000 tested, 0.26% active; AID 651602; in the data active means inhibition above about 11%
# MOR-DOR inv ag – mu-delta opioid heterodimer inverse agonism. AID 504357. P35372+P41143. inhibition, % at 9.3 µM. cell-based MOR-DOR heterodimer luminescence. 340,000 tested, 0.21% active; in the data active means inhibition above about 22%, passing the limit was not always enough;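 further: 0% = cells with DMSO and 100% = wells without cells with DMSO; values of inactives mirror those of a sister screen read the other way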
# Tat transport – blocks Tat-dependent protein export in E. coli; E. coli MC4100 TorA-mCherry Tat export, fluorescence; inhibition, % at 10 µM; 340,000 tested, 0.036% active;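 active means mean replicate inhibition at least 50% and at least half of replicates individually reaching 50%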;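 further: exported cargo escapes ClpAP degradation while cytoplasmic cargo is degraded and loses fluorescence; 0% = median of neutral control wells and 100% = median of NaSCN control wells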
# PfHsp90 set2 – reduces growth (ATP signal) of yeast expressing P. falciparum Hsp90; S. cerevisiae expressing PfHsp90, BacTiter-Glo ATP, 48 h; yeast lacking PDR1 and PDR3 efflux regulators; inhibition, % at 9.4 µM; 310,000 tested, 0.32% active;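 active means every replicate shows inhibition above about 80%, whatever the replicate mean, limit read from the data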;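 further: 0% = DMSO neutral controls and 100% = 20 µM radicicol positive controls; yeast relying on Plasmodium falciparum Hsp90 in place of its own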
# The depositor's hits bear a star; i = inactive; x = not tested or not shown; + = active, no number.
SMILES,HTR5A inv ctr,PKA-R2B act,OPRM1-OPRD1 ag,Ecoli viability,SUMO Mot1 rescue,AddAB inh,PKA-R1A activ,phage Ecoli inh,MOR-DOR inv ag,Tat transport,PfHsp90 set2
CCCNC(=O)N1[C@H]2CC[C@@H]1C(C(=O)OC)=C(c1ccc(F)cc1OCc1ccccc1)C2,-8,-9,-2.6,0.2,0,-0.8,7,x,12,3,5
Cc1ccc(S(=O)(=O)c2nc(-c3ccccc3Cl)oc2N(C)C2CCN(C)CC2)cc1,x,-5,x,-0.3,4,0.0,0,-2.0,x,7,8
Cn1ccnc1P(=S)(c1nccn1C)N1CCOCC1,11,-7,-0.6,-0.2,2,1.7,-1,1.6,3,4,-26
COc1ccc(C2NCc3ccc4c(c3-n3cccc32)OCO4)cc1OC (stereo unspecified),8,2,-3.6,0.7,-17,5.1,0,x,15,1,24
Cc1ccsc1C(=O)C1CCCN(Cc2cccn2-c2ccccn2)C1 (stereo unspecified),2,-14,-2.3,1.4,-4,0.7,-6,-0.1,12,1,23
Cc1ccc(OCCSC2=NN2c2cc(C)nc(N)n2)cc1,-4,-5,-1.3,0.8,-4,4.3,-2,2.2,7,14,12
CC(CO)(CO)N=Cc1c(O)n(-c2cccc3ccccc23)c(=O)[nH]c1=O,9,5,-2.6,1.4,319,0.7,10,2.5,14,4,-27
COc1ccccc1CCNCc1cc2c(cc1[N+](=O)[O-])OCO2,-33,-4,4.3,-1.3,-4,-1.5,-1,2.9,-23,-9,-4
COC(=O)C1=C(c2ccc(F)cc2OCc2ccccc2)C[C@@H]2CC[C@H]1N2C(=O)NCc1cccc(F)c1,-24,-2,-2.9,1.1,-4,2.6,-11,0.6,16,3,33
COC(=O)C1=C(c2ccc3ccccc3c2)C[C@@H]2CC[C@H]1N2C(=O)N1CCCCC1,0,-1,-3.5,-2.2,9,3.7,-15,1.1,16,-7,-2
O=S1(=O)N(CCN2CC=C(c3c[nH]c4cc(F)ccc34)CC2)c2cccc3c2N1CCC3,4,1,1.9,-1.3,-16,-4.0,-6,4.6,-10,2,2
CCc1ccc2c(CN3CC=C(c4ccccc4)CC3)cc(=O)oc2c1,-4,-1,6.6,-0.3,0,3.5,0,4.5,-32,-2,-15
COC(=O)C1=C(c2ccc(OC)c(OC)c2)C[C@@H]2CC[C@H]1N2C(=O)NCc1cccc2ccccc12,2,-3,-2.5,0.1,-19,-0.5,1,1.6,14,-7,x
O=c1c2ccccc2nc(-c2ccco2)n1-c1cccnc1,-2,-13,0.9,-1.4,-7,0.6,-3,2.6,-4,-5,-2
CCCCCCn1c(O)c(C=NCCCn2ccnc2)c(=O)[nH]c1=O,-12,-3,-1.1,1.2,-5,2.5,-7,3.7,6,1,-10
C[C@]12CC[C@H](O)C[C@@H]1CC[C@@H]1[C@@H]2CC[C@]2(C)C(=O)CC[C@@H]12,-35,9,-2.2,-1.7,63,-1.8,9,4.0,12,4,4
COc1ccc(N=Cc2c(O)n(CC3CCCO3)c(=O)[nH]c2=O)cc1 (stereo unspecified),3,-2,-0.6,-0.9,246,-0.5,-6,-0.8,4,-3,-5
CCOC(=O)c1cc2c(cn1)[C@H](CCO)NC2,9,10,-1.3,x,x,x,-4,-1.5,6,-4,-37
CN1C(=O)C(=Cc2cn(CC(=O)N3CCCC3)c3ccccc23)C(=O)N(C)C1=O,-44,0,-0.7,0.1,+,2.8,-4,-1.2,4,-6,8
CN1C(=O)C(=Cc2ccccc2OCc2ccccc2Cl)C(=O)N(C)C1=O,13,-8,4.3,-0.4,20,1.9,2,4.2,-21,7,9
CC(=NCCc1ccccc1)c1c(O)n(C)c(=O)n(C)c1=O,-6,0,0.7,-2.0,7,-0.2,1,-0.8,-4,-9,27
Cc1ccc2nc3c(cc2c1)CC1(C(=O)N(C)C(=O)N(C)C1=O)C1COCCN31 (stereo unspecified),5,-2,-0.7,-1.7,-5,0.2,-12,2.0,3,-5,-4
CCCC(C)C1(CC)C(=O)NC(=Nc2ccc(F)cc2)NC1=O (stereo unspecified),1,-4,-2.0,-0.4,-2,-1.9,3,3.6,10,-1,x
c1ccc(CNCCc2c[nH]c3ccccc23)cc1,-19,1,0.8,-1.3,-15,3.0,5,0.3,-4,0,14
COc1ccc(CN2CCN(C(=O)Cc3ccccc3)CC2)c(OC)c1,1,-1,0.3,-1.0,2,5.8,0,-1.8,-1,-8,12
CC1CCC(C(C)C)C(OP(N)(=O)c2ccccc2)C1 (stereo unspecified),-5,1,-3.0,-2.4,-20,0.2,-16,2.6,13,1,-9
O=P(Oc1ccccc1)(Oc1ccccc1)N1CCOCC1,-11,-4,-1.2,x,x,x,1,-0.3,7,3,x
COc1cc(CC2(CCc3ccncc3)C(=O)N(C)C(=O)N(C)C2=O)cc(OC)c1OC,-15,-1,-2.7,-0.8,-11,2.0,-8,4.1,14,-6,4
CCOC(=O)c1cccc([P+](=O)O)c1,-2,0,-1.3,1.2,-10,-1.1,0,0.9,8,-2,x
CCN(CC)CCOC(=O)C(O)(c1ccccc1)c1ccccc1,-16,11,-1.5,2.1,39,5.3,-6,1.5,8,-11,-10
COc1ccccc1/C=C1/C(=N/O)C2CCN1CC2,-7,-8,-2.6,-1.2,-10,3.5,-7,-1.0,11,-2,17
CC(C)CCNC(=O)CN1C(=O)CN=C(c2ccccc2)c2ccccc21,-14,-4,-1.7,-2.1,12,-0.5,2,1.8,9,2,-3
Cc1cc(OCc2ccc([N+](=O)[O-])cc2)c2c3c(c(=O)oc2c1)CCCC3,-11,2,-0.7,-0.7,x,1.4,-3,2.9,4,8,1
CCCCn1c(O)c(C=NCc2ccc3c(c2)OCO3)c(=O)[nH]c1=O,18,-11,-1.3,2.5,-4,1.8,-6,3.3,7,-3,-7
CCCn1c(C(=O)c2ccccc2OC)nc2ccccc21,-4,1,-1.8,-2.3,12,-1.2,-21,4.5,9,2,-3
Oc1cc2c(cc1CN1CCN(c3ccccc3F)CC1)OCO2,-3,4,2.4,0.1,-9,2.0,-3,-1.2,-17,-9,-4
CC12CCC3C(CCCC4CC(=O)CCC43C)C1CCC2O (stereo unspecified),-7,2,1.6,x,x,x,-1,2.6,-8,0,58
CCC(=O)c1cn(Cc2ccc(C#N)cc2)c2ccccc12,-27,-12,-1.8,2.2,337,-2.4,-4,2.1,10,-5,16
CC1CCCCN1Cc1cccnc1 (stereo unspecified),-9,-6,-0.8,3.0,7,3.6,-4,2.7,4,4,16
Cn1cc(C(=O)NCc2ccccc2)c2ccccc21,1,-1,-0.4,0.8,10,2.6,-10,-0.1,2,-5,x
O=c1[nH]c(=O)n(Cc2ccco2)c(O)c1C=NCCCn1ccnc1,18,3,-1.3,2.0,4,4.4,-3,0.7,7,12,-1
COc1cc2c(C(=O)N3CCN(C)CC3)c(C)n(C)c2cc1Br,8,-4,-1.8,0.5,x,0.7,-12,0.7,10,-2,6
COc1ccc2c(C)c(CC(=O)N3C[C@H]4C[C@@H](C3)c3cccc(=O)n3C4)c(=O)oc2c1,7,-9,-1.9,2.5,0,3.9,-12,0.8,11,-1,-5
O=c1[nH]c(=O)n(C2CCCCC2)c(O)c1C=NCCCn1ccnc1,-6,-13,-2.9,2.0,-12,-0.2,7,2.1,16,-8,-14
Nc1ccc(CC2=NCCN2)cc1,19,-1,-4.8,x,x,x,5,0.1,25,-6,-14
Cc1cc(OC(C)C(=O)NCC2CCC(C(=O)O)CC2)c2c3c(c(=O)oc2c1)CCC3 (stereo unspecified),3,-3,-1.3,0.2,7,0.7,-5,4.3,7,-1,-8
COC1CCCCC1NCCc1ccccc1 (stereo unspecified),23,-1,-0.5,0.2,-5,3.6,-5,3.8,3,-7,x
CCOc1cccc(CNC2CN3CCC2CC3)c1 (stereo unspecified),-2,-11,-1.6,0.8,0,1.2,6,1.3,8,5,-9
COC(=O)C1=C(c2ccccc2OCc2ccccc2)C[C@@H]2CC[C@H]1N2C(=O)NCCN1CCOCC1,-35,2,-1.9,1.4,10,0.4,-8,1.1,11,8,4
CCC1(C)CC(CCNCc2ccc(N(C)C)cc2)(c2ccc(F)cc2)CCO1 (stereo unspecified),-4,4,125*,-0.7,-13,0.7,-3,4.4,i,4,-8
O=C(NC(Cc1cnc[nH]1)C(=O)O)c1ccccc1 (stereo unspecified),9,10,-1.3,-0.2,-4,2.8,-5,1.6,9,19,31
COc1ccc(O)c(CN2CCCC(C(=O)c3sccc3C)C2)c1 (stereo unspecified),10,3,-2.0,-1.4,3,0.6,5,2.5,10,-8,11
O=C(c1cc(F)ccc1F)C1CCCN(Cc2ccc3nonc3c2)C1 (stereo unspecified),-23,-1,2.5,-3.7,7,4.8,-5,3.2,-12,0,x
COc1cccc(C2=NOC(C(=O)N3CCC4(CC3)OCCO4)C2)c1 (stereo unspecified),0,-7,0.1,1.7,6,1.1,-8,0.7,-1,-1,x
COc1ccc(/C=C2\C(=N\O)C3CCN2CC3)cc1,-14,-7,-0.4,-0.9,28,3.5,4,2.4,3,-1,8
Cc1nn(Cc2ccccc2)c(C)c1C(=O)OCC(=O)Nc1ccccc1SCC#N,5,-12,-2.2,2.2,5,2.6,-5,0.5,12,0,x
O[C@@H]1CCCN2CCc3c([nH]c4ccccc34)[C@H]12,-22,0,-1.6,0.2,15,4.5,-11,4.9,9,-2,12
CCOc1cc2c(cc1OCC)-n1cccc1C(c1ccc(F)c(OC)c1)NC2 (stereo unspecified),-8,1,1.2,-2.0,-3,1.6,-9,4.7,-6,2,19
CC1C2Cc3ccc(O)cc3[C@]1(C)CCN2CCc1ccccc1 (stereo partly specified),5,0,13,0.1,x,0.3,11,0.5,-52,-4,x
O=C1C2CCN(CC2)C12CC2c1ccc(C(F)(F)F)cc1 (stereo unspecified),3,-6,1.1,-3.1,3,4.9,2,0.1,-5,-1,35
OC1(c2ccc(F)cc2)CCNC1 (stereo unspecified),-22,-5,-2.2,1.2,9,3.6,-10,1.7,10,-9,-21
Cc1cc(C)c(C(=O)N2CCC3(CC2)OCCO3)c(C)c1,7,-10,-0.7,0.5,7,0.5,4,0.7,4,4,29

# One compound at a time, from the list above:
# `COC(=O)C1=C(c2ccc(OC)c(OC)c2)C[C@@H]2CC[C@H]1N2C(=O)NCc1cccc2ccccc12` in the list: HTR5A inv ctr = 2; PKA-R2B act = -3; OPRM1-OPRD1 ag = -2.5; Ecoli viability = 0.1; SUMO Mot1 rescue = -19; AddAB inh = -0.5; PKA-R1A activ = 1; phage Ecoli inh = 1.6; MOR-DOR inv ag = 14; Tat transport = -7; PfHsp90 set2 = x
# `Cc1cc(C)c(C(=O)N2CCC3(CC2)OCCO3)c(C)c1` in the list: HTR5A inv ctr = 7; PKA-R2B act = -10; OPRM1-OPRD1 ag = -0.7; Ecoli viability = 0.5; SUMO Mot1 rescue = 7; AddAB inh = 0.5; PKA-R1A activ = 4; phage Ecoli inh = 0.7; MOR-DOR inv ag = 4; Tat transport = 4; PfHsp90 set2 = 29

# Taken from above:
# For PKA-R2B act, O=C(NC(Cc1cnc[nH]1)C(=O)O)c1ccccc1 (stereo unspecified) shows 10
# For Tat transport, COc1cc2c(C(=O)N3CCN(C)CC3)c(C)n(C)c2cc1Br shows -2

# Some of the compounds tested. The share of hits here may be higher or lower than overall.
